SIRT5 block: sirtuin-5 (human) deacylase inhibition; Purified SirT5, succinyl-peptide AMC, trypsin-coupled fluorescence; AID 652115; inhibition, % at 15 µM; actives 1.1% (n = 330,000); in the data active = inhibition above about 15%; inconclusive = no clear call, values can overlap the other calls
Target sequence (Q9NXA8 whole entry, looked up): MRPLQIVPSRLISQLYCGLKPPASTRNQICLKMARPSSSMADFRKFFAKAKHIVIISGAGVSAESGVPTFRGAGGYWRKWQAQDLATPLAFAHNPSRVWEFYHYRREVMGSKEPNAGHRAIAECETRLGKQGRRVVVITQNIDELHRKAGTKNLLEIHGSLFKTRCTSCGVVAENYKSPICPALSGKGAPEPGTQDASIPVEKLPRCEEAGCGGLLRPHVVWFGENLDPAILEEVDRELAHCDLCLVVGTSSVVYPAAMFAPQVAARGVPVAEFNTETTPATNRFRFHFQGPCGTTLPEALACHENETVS
PglD DTNB: PglD (C. jejuni) enzyme inhibition; purified PglD enzyme, DTNB colorimetric CoA detection; inhibition, % at 12.5 µM; actives 0.098% (n = 360,000); in the data active = inhibition above about 16%, passing the limit was not always enough; inconclusive = no clear call, values can overlap the other calls; note: strong numbers were not always called active
ERp5 block: blocks human ERp5 reductase activity on insulin | Q15084 | ERp5 insulin aggregation, absorbance 650 nm, 90 min | inhibition, % at 9.99 µM | actives 0.05% (n = 350,000) | AID 651711;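 active = mean replicate inhibition above about 25%, with every replicate also reaching it, limit read from the data, passing the limit was not always enough; inconclusive = only one of those two criteria met; inactive = neither criterion met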
DENV2 CPE: DENV2-induced cell death inhibition; DENV2-infected cells, cytopathic effect rescue, plate reader; actives 1.7% (n = 350,000); AID 651640; CPE inhibition, % at 9.99 µM; in the data active = CPE inhibition above about 20%, passing the limit was not always enough; inconclusive = no clear call, values can overlap the other calls; tested in BHK-21 cells;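 note: 0% = median of neutral control wells and 100% = median of positive control wells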
E-sel inducer: E-selectin induction on HUVECs | actives 0.37% (n = 260,000) | P16581 | HUVEC E-selectin immunofluorescence imaging; normalized: neutral wells 0, TNF-alpha wells 100 | activation, % at 7.58 µM;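 active = mean E-selectin-positive cell signal at least 10% of the positive control, reached in at least 60% of replicates, without over 20% cell loss; inconclusive = no rule given, readout overlaps actives, possibly toxicity-flagged; inactive = the rest, including those meeting only one limit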;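 note: in these data hits start at about 27%; measured in HUVEC primary endothelial cells; signal is the percent of cells scored E-selectin positive by PE staining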
Target sequence (P16581 whole entry, looked up): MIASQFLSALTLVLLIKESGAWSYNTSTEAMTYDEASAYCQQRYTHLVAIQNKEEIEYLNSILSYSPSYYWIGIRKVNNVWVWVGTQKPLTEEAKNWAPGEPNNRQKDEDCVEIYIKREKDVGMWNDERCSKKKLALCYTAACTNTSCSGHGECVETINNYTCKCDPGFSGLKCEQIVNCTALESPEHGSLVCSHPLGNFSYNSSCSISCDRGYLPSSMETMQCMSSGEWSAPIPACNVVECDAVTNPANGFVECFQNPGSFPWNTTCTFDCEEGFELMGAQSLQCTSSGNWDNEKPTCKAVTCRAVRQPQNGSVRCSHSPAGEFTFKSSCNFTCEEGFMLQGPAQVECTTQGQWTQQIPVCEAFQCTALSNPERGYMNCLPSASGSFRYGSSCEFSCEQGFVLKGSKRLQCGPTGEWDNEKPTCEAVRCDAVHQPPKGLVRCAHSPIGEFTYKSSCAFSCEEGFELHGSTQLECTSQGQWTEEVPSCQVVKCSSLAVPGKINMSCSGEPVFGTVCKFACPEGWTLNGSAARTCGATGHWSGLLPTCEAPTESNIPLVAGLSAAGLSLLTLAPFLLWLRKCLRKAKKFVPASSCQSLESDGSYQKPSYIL
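assay system = HUVEC, human umbilical vein endothelial cells | input = 3,000 HUVEC seeded per well | medium = EGM-2 growth medium on 0.1% gelatin-coated wells | dosing = one compound dose added by pin transfer | signal = immunofluorescence imaging | read-out basis = % PE-positive cells | control set = TNF-alpha, DMSO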
S100A4 inh HTS: S100A4-myosin IIA interaction inhibition; AID 652163; actives 0.14% (n = 360,000); inhibition, % at 10.7 µM; S100A4/TAMRA-MyoIIA peptide fluorescence polarization;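 active = mean inhibition of at least 70% across replicates, with every replicate also reaching that level; inconclusive = mean inhibition reaches 70% but some replicates fall short; inactive = mean inhibition below 70%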
Target sequence (P26447 whole entry, looked up): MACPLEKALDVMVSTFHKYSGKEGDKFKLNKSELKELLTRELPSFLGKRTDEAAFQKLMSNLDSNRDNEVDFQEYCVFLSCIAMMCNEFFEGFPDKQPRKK
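Material: S100A4 monomer protein | Medium: HEPES pH 7.2 with CaCl2, KCl, NaCl, DTT, Triton | Reagent: Labelled myosin peptide probe, 5 nM | Doses: One dose per compound | Times: 5 min incubation before reading | Benchmarks: Neutral control DMSO, positive control TFP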
C2C12 statin: suppressors of simvastatin-induced myotoxicity in C2C12 myotubes | ATP luminescence, 48 h; scaled: DMSO 0, geranylgeraniol control 100 | actives 0.78% (n = 330,000) | rescue of ATP level, % at 7.49 µM;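 active = mean ATP rescue above about 67%, or every replicate alone reaching that limit, limit read from the data, passing the limit was not always enough; inconclusive = no clear call, values can overlap the other calls; inactive = mean under the limit and some replicate under it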;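 note: myotubes were challenged with 10 µM simvastatin during compound exposure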
Numbers without * were called inactive; u = inconclusive; x = no result given.

Assay codes – A = SIRT5 block; B = PglD DTNB; C = ERp5 block; D = DENV2 CPE; E = E-sel inducer; F = S100A4 inh HTS; G = C2C12 statin
compound: C[C@@H]1CN([C@H](C)CO)S(=O)(=O)c2ccc(-c3ccncc3)cc2O[C@H]1CN(C)S(C)(=O)=O
  A = 1; B = 5; C = 10; D = 3; E = -0.1; F = -4; G = -12
compound: CCNC(=O)C1CCCN(C(=O)c2cccc(OC(F)(F)F)c2)CC1 (configuration not stated)
  A = x; B = -2; C = 10; D = -2; E = 0.0; F = -16; G = 3
compound: C[C@@H]1CN([C@@H](C)CO)C(=O)c2cc(NC(=O)c3ccncc3)ccc2O[C@@H](C)CCCCO[C@H]1CN(C)C(=O)Nc1ccc(C(F)(F)F)cc1
  A = 5; B = -3; C = 3; D = 5; E = 0.0; F = -6; G = x
compound: CN1CCN(C(=O)C[C@@H]2CC[C@@H]3[C@H](COC[C@H](O)CN3C(=O)c3ccc(F)cc3)O2)CC1
  A = -1; B = -5; C = 0; D = 11; E = 0.0; F = -6; G = -8
compound: COC(=O)c1ccc(CN(c2ccc(OC)cc2)S(=O)(=O)c2ccccc2)cc1
  A = -3; B = x; C = 0; D = 1; E = x; F = -1; G = x
compound: CC(C)NC(=O)Nc1ccc2c(c1)CC(=O)N([C@@H](C)CO)C[C@@H](C)[C@H](CN(C)S(C)(=O)=O)O2
  A = -9; B = 1; C = -2; D = -2; E = x; F = -13; G = 0
compound: O=C(COc1ccc(Cl)cc1Cl)NC1CC1
  A = -5; B = x; C = 0; D = 2; E = 0.0; F = 13; G = x
compound: FC(F)(F)c1nc2ccccc2n1CCNc1nc(CN2CCCCC2)cs1
  A = -3; B = -3; C = -4; D = 30*; E = -0.1; F = -6; G = 63
compound: c1ccc2c3c(cc(N4CCOCC4)c2c1)OC1(N2CCOCC2)CCCCC1O3 (configuration not stated)
  A = -1; B = 1; C = 2; D = -5; E = x; F = 0; G = 4
compound: Cc1nn2c(=O)cc(CSCC(=O)Nc3ccccc3F)nc2s1
  A = -2; B = -2; C = 2; D = -5; E = x; F = 1; G = 10
compound: COCc1c(C(=O)OC)nnn1-c1ccc(C(F)(F)F)cc1[N+](=O)[O-]
  A = -1; B = x; C = 1; D = 1; E = 0.0; F = 1; G = x
compound: COc1ccc(NC(=O)C2(C)Cc3c(-c4cccc(C(N)=O)c4)ccnc3O2)cc1 (configuration not stated)
  A = 4; B = 4; C = -2; D = -8; E = 3.7; F = -5; G = -7
compound: COc1ccc(CCNC(=O)COC(=O)C2CC2)cc1OC
  A = x; B = 11; C = 0; D = -7; E = -0.2; F = 2; G = 1
compound: Cc1ccc(S(=O)(=O)Nc2ccc3c(c2)C(=O)N([C@@H](C)CO)C[C@H](C)[C@H](CN(C)S(C)(=O)=O)O3)cc1
  A = 4; B = 3; C = -4; D = 2; E = -0.2; F = 12; G = x
compound: NC(=O)c1ccccc1N1CCCCC1
  A = -1; B = x; C = 7; D = 10; E = 5.0; F = -3; G = x
compound: S=C1NCN(Cc2ccco2)CN1CCc1ccccc1
  A = -3; B = 2; C = x; D = 5; E = x; F = -2; G = x
compound: COc1ccc(C(=O)CCC(C)(C)[N+](=O)[O-])cc1
  A = 2; B = x; C = 1; D = 16; E = 3.1; F = 1; G = x
compound: COc1ccc(S(=O)(=O)Nc2ccc3c(c2)C(=O)N([C@@H](C)CO)C[C@H](C)[C@@H](CN(C)Cc2ccc(Cl)c(Cl)c2)OCCCC[C@@H](C)O3)cc1
  A = x; B = 2; C = x; D = -23; E = -0.3; F = x; G = -69
compound: COc1ccc(CNS(=O)(=O)c2ccc(-c3cc(C)no3)cc2)cc1
  A = -4; B = 9; C = 0; D = 5; E = x; F = 0; G = -1
compound: CC=Cc1ccc2n(c1=O)C[C@H]1[C@H](CO)[C@@H](C(=O)NCc3ccccc3)[C@@H]2N1CC (mixture of isomers)
  A = -1; B = -1; C = -9; D = 4; E = -0.7; F = 4; G = -6
compound: Cc1nc(-c2ccc(C(=O)NCCO)cc2)cs1
  A = 3; B = 4; C = 4; D = -4; E = 0.3; F = 1; G = 2
compound: Cc1ccccc1Cn1nc(C)c(NC(=O)c2cc(CC(C)C)on2)c1C
  A = 3; B = x; C = -3; D = 12; E = 2.7; F = -49; G = -2
compound: Cc1ccc(S(=O)(=O)N2CC3(O)CN(C(=O)OC(C)C)N(C(=O)OC(C)C)CC3(OC(=O)NCc3ccccc3F)C2)cc1 (configuration not stated)
  A = 4; B = -4; C = 9; D = 1; E = 1.4; F = -4; G = -8
compound: COc1ccc(CC2C(=O)OC(C)(C)OC2=O)c(Cl)c1OC
  A = -4; B = -2; C = 3; D = -2; E = 0.2; F = 11; G = -3
compound: CCNC(=O)Nc1ccc2c(c1)C(=O)N(C)[C@@H]1CC[C@@H](CC(=O)N[C@@H](C)c3ccccc3)O[C@@H]1CO2
  A = 0; B = -1; C = -1; D = 3; E = 0.1; F = 9; G = 7
compound: O=C(C[C@@H]1CC[C@H](NC(=O)C2CCOCC2)[C@H](CO)O1)Nc1nccs1
  A = 5; B = -1; C = 1; D = -7; E = -0.2; F = -7; G = -11
compound: C[C@H]1CN([C@@H](C)CO)C(=O)c2cc(C#Cc3ccncc3)cnc2O[C@@H]1CN(C)CC1CCOCC1
  A = 5; B = 3; C = -6; D = -7; E = -0.3; F = -4; G = 54
compound: COc1ccc(C2NCCCC2c2ccccc2)cc1 (configuration not stated)
  A = x; B = x; C = 1; D = u; E = -0.1; F = 1; G = x
compound: C[C@@H]1CN([C@@H](C)CO)C(=O)Cc2cc(NS(=O)(=O)c3ccc(F)cc3)ccc2O[C@H]1CN(C)C
  A = -4; B = 10; C = -6; D = 12; E = -12; F = 15; G = -32
compound: Cc1cc(C)n(-c2nnc(C)n2NS(=O)(=O)c2ccc(F)cc2)n1
  A = -1; B = 0; C = -3; D = x; E = x; F = 0; G = -7
compound: C/C(=N\Nc1ccccc1Cl)c1ccc(-n2ccnc2)cc1
  A = -1; B = 0; C = 3; D = 15; E = 2.0; F = 6; G = -4
compound: CCC(=O)N1C[C@@H](C)[C@H](OC)CN(C)C(=O)c2ccc(NC(=O)c3ccc(F)cc3)cc2OC[C@@H]1C
  A = -6; B = 5; C = 5; D = -8; E = -0.1; F = -14; G = -6
compound: C=CCNC(=O)CSc1n[nH]c(-c2cc(Cl)ccc2OC)n1
  A = -5; B = 6; C = -4; D = -3; E = 3.7; F = -2; G = -9
compound: COC(=O)C1=C(C)N(CCCC(=O)O)C(=O)NC1c1cccc(Cl)c1Cl (configuration not stated)
  A = -6; B = 0; C = 0; D = -12; E = -0.1; F = -1; G = 0
compound: O=C(NC[C@H]1[C@H](c2ccccc2)[C@H](CO)N1C(=O)Cc1ccncc1)C1CCC1
  A = -1; B = 2; C = -3; D = -7; E = -0.2; F = -9; G = 1
compound: COc1ccc(N=Nc2c(C)[nH][nH]c2=O)cc1
  A = 6; B = x; C = -1; D = -1; E = x; F = 25; G = x
compound: COc1ccccc1-c1nn2c(C(F)(F)F)nnc2s1
  A = x; B = -1; C = x; D = x; E = 1.1; F = x; G = 11
compound: C[C@@H]1CCCCO[C@@H](CN(C)C(=O)CCCN(C)C)[C@@H](C)CN([C@@H](C)CO)C(=O)c2cc(NC(=O)C3CCCCC3)ccc2O1
  A = 3; B = -3; C = -3; D = 3; E = -0.3; F = 3; G = x
compound: Nc1nonc1C(=O)NCCNC(=O)c1ccc(Cl)c(Cl)c1
  A = -4; B = 0; C = -2; D = 17; E = x; F = -2; G = -3
compound: CC(C)c1ccc(NC(=O)CCS(=O)(=O)c2cccc3nonc23)cc1
  A = -2; B = -3; C = -11; D = 3; E = x; F = 1; G = -20
compound: O=C(OCc1nnc(-c2ccccc2)o1)C1CC(=O)N(CCc2ccccc2)C1 (configuration not stated)
  A = -2; B = 3; C = -19; D = 1; E = x; F = 2; G = 22
compound: CCOc1ccc(NC(=S)N(Cc2ccc(N(C)C)cc2)Cc2ccco2)cc1
  A = -3; B = x; C = 2; D = 0; E = x; F = 0; G = x
compound: C[C@H](CO)N1C[C@H](C)[C@@H](CN(C)C(=O)NC2CCCCC2)Oc2ccc(NS(=O)(=O)c3ccc(F)cc3)cc2CC1=O
  A = -2; B = 4; C = 1; D = -8; E = -0.1; F = 1; G = 45
compound: O=C1CC(c2ccccc2)Oc2ccc(Cl)cc21 (configuration not stated)
  A = 0; B = x; C = -7; D = u; E = 3.9; F = -3; G = x
compound: Cc1ccc(C(=O)NCCc2nnc3ccc(SCC(=O)Nc4ccccc4F)nn23)cc1
  A = 2; B = -1; C = -6; D = 10; E = -0.5; F = 0; G = 2
compound: CCN(CC)c1nc(N2CCN(CCO)CC2)nc2ccccc12
  A = 0; B = -8; C = 0; D = 7; E = x; F = -4; G = -2
compound: CCOC(=O)c1[nH]c(C)c(C(=O)N(CC)CC)c1C
  A = x; B = 3; C = -5; D = -14; E = x; F = 33; G = 5
compound: COc1ccc(C2=NCCn3nc4cc(C(F)(F)F)ccc4c32)cc1
  A = -5; B = 1; C = -7; D = -13; E = 0.0; F = -3; G = 12
compound: Cc1ccc(Cn2c(C(C)Nc3nc(C)cs3)nc3cc(Cl)c(Cl)cc32)cc1 (configuration not stated)
  A = x; B = x; C = 1; D = 11; E = -0.2; F = -5; G = x
compound: COc1cccc(CN(C)C(=O)c2cccnc2SC)c1OC
  A = -4; B = x; C = -10; D = -4; E = x; F = 0; G = x

Some of the entries above, set out differently:
CN1CCN(C(=O)C[C@@H]2CC[C@@H]3[C@H](COC[C@H](O)CN3C(=O)c3ccc(F)cc3)O2)CC1
  SIRT5 block: -1
  PglD DTNB: -5
  ERp5 block: 0
  DENV2 CPE: 11
  E-sel inducer: 0.0
  S100A4 inh HTS: -6
  C2C12 statin: -8
C[C@H]1CN([C@@H](C)CO)C(=O)c2cc(C#Cc3ccncc3)cnc2O[C@@H]1CN(C)CC1CCOCC1
  SIRT5 block: 5
  PglD DTNB: 3
  ERp5 block: -6
  DENV2 CPE: -7
  E-sel inducer: -0.3
  S100A4 inh HTS: -4
  C2C12 statin: 54
C[C@@H]1CN([C@H](C)CO)S(=O)(=O)c2ccc(-c3ccncc3)cc2O[C@H]1CN(C)S(C)(=O)=O
  SIRT5 block: 1
  PglD DTNB: 5
  ERp5 block: 10
  DENV2 CPE: 3
  E-sel inducer: -0.1
  S100A4 inh HTS: -4
  C2C12 statin: -12

(more compounds)
Assay codes – A = SIRT5 block; B = PglD DTNB; C = ERp5 block; D = DENV2 CPE; E = E-sel inducer; F = S100A4 inh HTS; G = C2C12 statin
compound: COC(=O)C(CC(=O)c1cccc(OC)c1)c1ccc(F)cc1 (configuration not stated)
  A = 2; B = x; C = -3; D = -1; E = x; F = 10; G = x
compound: Cc1ccccc1N(C(=O)c1snc(C(N)=O)c1N)C(C(=O)NC1CCCCC1)c1ccc(O)cc1 (configuration not stated)
  A = 1; B = -2; C = -2; D = u; E = x; F = -5; G = -20
compound: Cc1ccc(S(=O)(=O)c2c[nH]c3ccc(C)cc3c2=O)cc1
  A = -1; B = 2; C = 0; D = 2; E = x; F = 6; G = 1
compound: C[C@H](CO)N1C[C@H](C)[C@H](CN(C)Cc2ccc(Cl)c(Cl)c2)Oc2ccc(NC(=O)Nc3ccc(F)cc3)cc2C1=O
  A = 1; B = -1; C = 13; D = 12; E = x; F = 5; G = -33
compound: CCOc1ccc(/C=N/Nc2nncc(-c3ccccc3)n2)cc1OC
  A = -6; B = 0; C = 4; D = -2; E = 0.1; F = 1; G = -21
compound: Cc1c(N)ccc(-n2nc3ccccc3n2)c1C
  A = -4; B = 1; C = 3; D = -1; E = x; F = -1; G = x
compound: CCCCNC(=O)c1onc(CSc2cccc(C)c2)c1C(=O)O
  A = x; B = -1; C = 3; D = 11; E = 0.0; F = 9; G = 8

Not all compounds are listed, so the mix of outcomes need not match the whole.
